Bioassay records: PubChem BioAssay, Sanford-Burnham Center for Chemical Genomics
CXCR6 block = CXCR6 (human) receptor inhibition; CHO-K1 PathHunter CXCR6 beta-arrestin, luminescence; O00574; inhibition, % at 20 µM; actives 0.36% (n = 360,000); in the data active means inhibition above about 34%, passing the limit was not always enough;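 further: antagonist mode with CXCL16 agonist at 10 nM final; 0% = 10 nM CXCL16 with DMSO and 100% = unstimulated wells without agonist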
tim23-1 inh = tim23-1 yeast growth inhibition; inhibition, % at 20 µM; actives 1.3% (n = 330,000); S. cerevisiae tim23-1 growth, BacTiter-Glo luminescence, 24 h;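 active means growth inhibition of the mutant yeast at or above 50%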;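 further: temperature-sensitive mutant grown at 25 °C; plate controls were DMSO-treated mutant yeast for no effect and medium wells lacking yeast for full effect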
UPR CHOP act = activators of apoptotic arm of unfolded protein response (CHOP); CHO-CHOP luciferase reporter, UPR activation, luminescence; percent of tunicamycin response over DMSO baseline; activation, % at 10 µM; actives 0.34% (n = 330,000); AID 449763;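 active means at 10 µM dose, activation of 40% or more, normalized to positive control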;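 further: 100% = tunicamycin at 10 µg/mL and 0% = DMSO alone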
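Test system: CHO CHOP reporter cells. Input: 500 CHO-CHOP cells per well. Medium: F12 with 10% FBS. Technique: luciferase luminescence. Measure: percent activation relative to tunicamycin control. Dosing: 10 µM compound, 0.5% DMSO. Timing: 16-18 h cell attachment, then 6 h compound exposure, 37 °C.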
EBI2 antag = EBI2 (human) antagonism; actives 0.81% (n = 360,000); EBI2 beta-arrestin recruitment, luminescence, 7a,25-OHC stimulated; inhibition, % at 5 µM; P32249; in the data active means inhibition above about 38%;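 further: enzyme fragment complementation signal reports receptor beta-arrestin coupling in cells; 0% = agonist plus DMSO wells and 100% = wells without agonist; some results beyond the cut were filed as inactive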
APJ antagonist = APJ receptor antagonism; CHO-K1 APJ beta-arrestin complementation, luminescence; inhibition, % at 20 µM; actives 0.32% (n = 330,000);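 active means inhibition above about 40% at 20 µM, limit read from the data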;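 further: cells challenged with 10 nM apelin-13 agonist together with compound; plate controls were apelin-13 plus DMSO wells for no effect and DMSO wells lacking apelin-13 for full effect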
APJ ag = APJ receptor agonism; P35414; CHO-K1 APJ PathHunter beta-arrestin, luminescence; 0% DMSO wells, 100% apelin; activation, % at 20 µM; actives 0.11% (n = 330,000); AID 2520;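 active means activation more than six SD over the plate average, tested at 20 µM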;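 further: 0% = DMSO alone and 100% = apelin-13 at 10 nM; some results filed as inactive read as strong as hits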
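Assay system: engineered CHO-K1 APJ arrestin reporter cells; Amount: 1000 CHO-K1 reporter cells seeded per well; Dosing: one dose, 20 µM compound, 1% DMSO; Times: compound stimulation 90 min at 25 °C, detection 60 min; Measured by: luminescent beta-gal fragment complementation, chemiluminescent substrate; Read-out: APJ–arrestin association signal; Controls: DMSO vs Apelin-13 10 nM.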
CCR6 antagonist = blocks CCL20-driven beta-arrestin recruitment at human CCR6; P51684; CHO-K1 CCR6 PathHunter beta-arrestin, luminescence, CCL20-stimulated; inhibition, % at 20 µM; actives 0.49% (n = 340,000);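 active means compounds whose inhibition of the agonist-driven luminescence signal at 20 µM reaches about 50%, limit read from the data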;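 further: cells stimulated with CCL20 at 14 nM final; plate controls were DMSO with CCL20 for no effect and DMSO without agonist for full effect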
XBP1 UPR activ = activators of adaptive arm of unfolded protein response (XBP1); CHO-XBP1 luciferase reporter, IRE1-XBP1 UPR activation, luminescence; percent of tunicamycin response, DMSO as zero; AID 463104; actives 0.33% (n = 330,000); activation, % at 20 µM;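 active means versus positive control, 20 µM dose yields 30% or more activation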;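 further: 100% = tunicamycin at 10 µg/mL and 0% = DMSO only wells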
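Material: CHO-XBP1 cells stably carrying IRE1-XBP1-driven luciferase reporter / Amount: 1000 cells per well / Compound: 20 µM, 1% DMSO / Times: 6 h treatment, 37 °C / Detection: luciferase luminescence / Measure: % activation of reporter signal versus tunicamycin and DMSO controls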
Mdm2 MdmX PPI = inhibitors of human Mdm2/MdmX interaction | actives 3% (n = 330,000) | inhibition, % at 8 µM | SaOS-2 split-luciferase Mdm2/MdmX complementation, luminescence | O15151+Q00987;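 active means inhibition of at least 50% at 8 µM in the primary screen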
Target sequence (O15151 whole entry, looked up): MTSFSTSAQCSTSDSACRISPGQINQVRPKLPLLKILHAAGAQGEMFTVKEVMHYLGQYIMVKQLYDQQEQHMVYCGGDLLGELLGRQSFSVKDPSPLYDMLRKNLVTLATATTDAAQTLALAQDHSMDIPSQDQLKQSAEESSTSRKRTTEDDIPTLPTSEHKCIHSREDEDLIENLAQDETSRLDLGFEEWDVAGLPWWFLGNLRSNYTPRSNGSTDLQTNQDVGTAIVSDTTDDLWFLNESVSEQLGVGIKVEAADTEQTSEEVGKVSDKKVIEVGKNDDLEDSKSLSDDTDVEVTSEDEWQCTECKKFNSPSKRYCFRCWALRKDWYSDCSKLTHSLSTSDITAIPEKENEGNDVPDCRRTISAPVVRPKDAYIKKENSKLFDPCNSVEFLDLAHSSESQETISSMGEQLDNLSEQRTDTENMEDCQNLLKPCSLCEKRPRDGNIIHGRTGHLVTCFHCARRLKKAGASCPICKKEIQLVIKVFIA
Target sequence (Q00987 whole entry, looked up): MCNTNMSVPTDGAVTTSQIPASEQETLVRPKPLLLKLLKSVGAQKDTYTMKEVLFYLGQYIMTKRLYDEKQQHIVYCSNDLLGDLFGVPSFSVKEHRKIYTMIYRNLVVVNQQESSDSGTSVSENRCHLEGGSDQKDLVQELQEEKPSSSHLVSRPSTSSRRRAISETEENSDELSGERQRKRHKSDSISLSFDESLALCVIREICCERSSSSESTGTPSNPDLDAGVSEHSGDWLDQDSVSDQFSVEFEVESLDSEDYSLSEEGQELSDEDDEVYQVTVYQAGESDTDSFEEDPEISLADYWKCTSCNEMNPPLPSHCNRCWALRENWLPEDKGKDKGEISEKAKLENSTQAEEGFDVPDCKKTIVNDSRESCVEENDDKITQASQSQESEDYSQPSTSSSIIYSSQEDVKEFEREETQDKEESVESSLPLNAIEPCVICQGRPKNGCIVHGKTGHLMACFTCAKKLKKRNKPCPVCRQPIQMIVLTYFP
Numbers without * were called inactive; . = no result given. This is a subset; rates above refer to the full screens.

SMILES | CXCR6 block | tim23-1 inh | UPR CHOP act | EBI2 antag | APJ antagonist | APJ ag | CCR6 antagonist | XBP1 UPR activ | Mdm2 MdmX PPI
Cc1ccc(C)c(S(=O)(=O)N2CCN(C(=O)c3ccccc3Cc3ccccc3)CC2)c1 | 10.9 | 26.3 | -0.3 | 12.3 | 27.1 | -4.3 | 10.8 | -4.2 | 24.2
O=C(CSc1nnc2c(Cl)cc(C(F)(F)F)cn12)N(Cc1ccccc1)Cc1ccccc1 | 3.4 | 40.2 | -0.3 | 0.7 | -15.0 | -1.3 | -11.2 | -2.5 | 9.7
CCn1c(N2CCN(C(=S)NCCc3ccccc3)CC2)nc2ccccc21 | -0.9 | 31.8 | -1.3 | 3.1 | -0.9 | 2.5 | 14.7 | -1.6 | 18.2
CCn1c(C)nc2cc(C(=O)NNS(=O)(=O)c3c(C)c(C)cc(C)c3C)ccc21 | 6.4 | 4.8 | 1.1 | -43.0 | 2.2 | 3.1 | -0.6 | 1.8 | -12.8
C/C(=N\NC(=O)CNC(=O)c1ccco1)c1ccc(Br)cc1 | 1.4 | 14.8 | 1.3 | 0.4 | 12.1 | 2.1 | 3.5 | -0.4 | -23.6
Cc1ccc(C(=O)CCC(=O)Nc2ccc(Cl)c(S(=O)(=O)Nc3cccc(Cl)c3)c2)cc1 | -2.3 | -4.1 | -1.1 | -5.2 | -15.0 | -1.0 | 8.6 | -1.6 | 24.3
CC(Oc1cccc(Cl)c1)C(=O)NC1CC(C)(C)NC(C)(C)C1 (stereo unspecified) | -4.1 | 7.6 | 3.0 | -1.8 | -3.1 | -3.7 | -0.7 | -1.1 | 12.5
Brc1c(NC2=NCCN2)ccc2nccnc12 | . | 9.5 | -0.5 | . | -3.7 | 7.9 | . | -3.1 | -34.8
Oc1ccc(Cl)cc1C=Nc1ccccc1Br | 11.9 | 7.3 | 0.5 | -18.4 | -2.9 | 0.8 | 7.9 | -0.6 | -14.4
O=C(Nc1ccccc1-c1nc2ccccc2s1)c1cccnc1Cl | 4.8 | 27.6 | 2.4 | 15.2 | 18.4 | -0.6 | 12.0 | 0.4 | 7.1
COc1ccccc1C1CCN(Cc2ccc(Cl)cc2Cl)CC1 | -3.3 | 5.3 | -0.1 | 15.1 | -0.6 | -4.1 | 21.2 | -0.9 | 12.3
COc1cccc(Nc2nc(N)c([N+](=O)[O-])c(NCc3ccco3)n2)c1 | -4.2 | 35.9 | -0.9 | 7.1 | 16.1 | 1.5 | 5.7 | 1.9 | 43.1
Cc1cccc(C)c1NC(=O)/C(C#N)=C/c1ccsc1 | 4.0 | 62.3* | 2.5 | -16.4 | -6.1 | -1.4 | -30.1 | 0.3 | 1.9
Cc1cc(S(=O)(=O)NC2CCCCC2)ccc1OCC(=O)NCc1cccnc1 | -3.9 | 1.3 | -1.9 | -8.8 | 11.4 | -3.9 | -12.4 | -0.9 | 0.5
O=C(NC1(C(F)(F)F)NC(=O)N(Cc2ccco2)C1=O)c1cccs1 (stereo unspecified) | -0.5 | 15.3 | -1.0 | -0.5 | 13.1 | 0.6 | 6.7 | -1.7 | -4.7
Cc1ccc(C2C(C#N)=C(N)OC3=C2C(=O)CCC3)s1 (stereo unspecified) | -0.6 | 21.3 | 1.1 | 2.8 | -12.9 | -0.1 | 3.2 | -0.9 | -18.7
O=C(Nc1ccccc1)n1cc(-c2ccccn2)c(N2CCOCC2)n1 | -9.6 | 4.1 | -0.6 | 0.7 | -0.2 | -1.7 | 9.9 | 4.1 | -20.6
O=C(COC(=O)c1n[nH]c(=O)c2ccccc12)NCc1ccccc1 | -6.8 | -1.5 | -0.9 | 5.8 | 9.3 | -3.5 | 9.9 | -2.0 | 25.9
O=C(N/N=C/c1ccc(OCc2ccccc2)cc1)c1cccs1 | -6.6 | 3.0 | 3.6 | 9.9 | -7.5 | -1.1 | -9.2 | 4.0 | 0.3
N#CCOc1ccc2oc(-c3ccco3)cc(=O)c2c1 | . | -6.0 | 2.6 | . | 8.0 | 0.0 | . | 1.6 | -20.1
Clc1cnc(N/N=C/c2cccs2)c(Cl)c1 | -3.3 | -4.6 | 5.0 | 4.2 | 12.0 | -4.0 | 4.6 | -6.1 | -98.8
Cc1ccc(-c2nc3ccccc3o2)cc1NC(=O)Cc1cccs1 | 5.4 | 9.3 | 0.0 | -2.5 | 17.3 | 2.1 | 11.5 | 0.4 | 21.6
Cc1cc(C(F)F)n2nc(C(=O)Nc3ccc(F)cc3F)nc2n1 | 7.6 | 8.2 | -0.1 | -5.6 | 11.4 | -1.9 | -0.5 | -5.5 | 12.9
O=C(COc1ccccc1C(=O)N/N=C\c1ccc(O)c(O)c1)N/N=C/c1ccc(O)c(O)c1 | 14.8 | -37.1 | -2.4 | -4.0 | -17.9 | -1.3 | 31.0 | 1.7 | 5.7
COc1ccc(CC(=O)N2CCC3(CC2)NCCc2[nH]cnc23)cc1 | 3.1 | 4.6 | 0.6 | -1.8 | 21.8 | -4.1 | 0.7 | -2.5 | 27.6
COCCNC(=O)CSc1nc(-c2ccccc2)cs1 | 0.2 | 3.7 | 1.8 | -3.5 | 2.7 | -1.3 | -6.8 | 1.0 | -13.3
CC/C(C)=C1\SC(N2CCOCC2)=NC1=O | -3.2 | 5.7 | -0.5 | -9.8 | 17.0 | 5.2 | 26.7 | 0.6 | 16.4
CC(C)CNS(=O)(=O)c1ccc(S(=O)(=O)N2CCN(C3CCCC3)CC2)cc1 | -9.9 | 21.8 | 0.3 | 10.0 | -4.9 | -1.2 | 9.5 | -3.9 | 11.3
O=C(CNCc1ccc(F)cc1)Nc1ccccc1[N+](=O)[O-] | 1.1 | 19.0 | 0.9 | 5.5 | 6.1 | 3.0 | 10.6 | -1.1 | -20.2
CN(Cc1ccccc1)C(=O)c1cnc2n(c1=O)CCS2 | 1.3 | 22.9 | 0.1 | -2.3 | -6.2 | -5.7 | -2.4 | -1.6 | -9.5
COc1ccc(CNCc2cccn2C)cc1 | -5.2 | -25.7 | 0.3 | -6.5 | 8.0 | -3.8 | 3.9 | -5.8 | 2.4
C=CCN(CC=C)CC(=O)Nc1ccc(S(N)(=O)=O)cc1 | 0.3 | 0.8 | -2.5 | -13.7 | 2.3 | -1.6 | -10.3 | -1.1 | -2.7
CC(C)Cn1c(N)c(C(=O)COC(=O)c2ccc(Br)cc2)c(=O)n(C)c1=O | -5.9 | 34.3 | 1.2 | 0.7 | -12.7 | -2.0 | 4.6 | -1.1 | 27.9
O=C(N/N=C\c1cc(Br)c(Br)o1)c1cncc(Br)c1 | 1.3 | -9.4 | 0.7 | -2.3 | 3.2 | 2.3 | 4.1 | -2.6 | 20.6
CCOC(=O)/C=C1\SCC(=O)N1CCOc1cccc(Br)c1 | -2.3 | 7.1 | 1.0 | 6.8 | 4.9 | -3.9 | 0.1 | -2.6 | 0.1
CC(=O)c1c(C(C)=O)c(C)n(NC(=O)c2ccccc2Cl)c1C | -1.8 | 5.1 | -1.5 | -2.4 | 9.0 | -4.8 | -8.7 | 1.1 | 26.1
CC1=CCC(C(=O)O)C(C(=O)Nc2cccnc2)C1 (stereo unspecified) | -5.5 | -6.9 | -1.2 | -9.1 | -3.6 | 0.0 | 6.2 | -3.1 | 20.1
Cc1ccc(NC(=O)CN(C)Cc2c(O)ccc3ccccc23)cc1 | . | 20.5 | 0.5 | . | -8.3 | 1.2 | 6.0 | 0.3 | 24.1
CC(=O)OC(C(=O)NCc1ccc(F)cc1)c1ccccn1 (stereo unspecified) | 7.4 | 9.5 | -1.4 | -10.5 | 4.7 | -1.2 | -13.4 | -3.5 | 20.3
COc1ccc(-c2noc(-c3ccc(Cl)cc3)n2)cc1 | . | -3.4 | 6.6 | . | 6.2 | -2.2 | -4.5 | 4.8 | -166.0
Cc1cccc(C)c1OCC(=O)NCc1ccccc1 | 0.2 | 20.4 | 0.2 | -3.2 | 13.3 | -1.4 | 14.1 | 3.9 | 6.2
Cc1ccc(NC(=S)NCc2cccs2)c(C)c1 | 7.0 | 14.5 | 0.1 | 1.5 | 16.6 | -5.1 | 3.0 | 0.2 | 10.4
COc1ccc2cc(S(=O)(=O)N3CCN(C)CC3)ccc2c1 | 4.8 | -1.0 | -0.1 | -8.9 | 8.2 | 0.7 | -14.2 | -3.9 | -9.1
COC(=O)CSc1snnc1-c1ccc(F)cc1 | 6.7 | 9.6 | 1.1 | -13.3 | 10.9 | -3.1 | 1.7 | -2.1 | 1.9
COc1cccc(CN2CCC(Oc3ccc(C(=O)N4CCCCC4)cc3)CC2)c1 | -1.1 | 5.2 | 1.5 | 1.1 | -1.9 | 2.0 | 1.9 | 0.1 | 22.7
CSc1ccc(/C=C(/NC(=O)c2ccco2)C(=O)N2CCCCC2)cc1 | 5.8 | 26.0 | -0.3 | -10.1 | -16.4 | -4.1 | -4.1 | -8.1 | -11.3
O=C(Nc1ccc(F)cc1F)c1cc(=O)n(-c2ccccc2)c(=O)[nH]1 | -2.4 | 8.1 | -0.7 | -1.6 | 2.5 | -1.3 | -1.3 | -2.0 | 1.5
COc1ccc(S(=O)(=O)N2CCCC(C(=O)NCCCn3ccnc3)C2)cc1OC (stereo unspecified) | -8.6 | 2.8 | -0.6 | 0.8 | 28.5 | -1.5 | -7.5 | 6.0 | 21.5
O=c1cc(O)c2ccccc2[nH]1 | 4.8 | -1.2 | -1.5 | 0.9 | -2.7 | -2.2 | 2.6 | 1.0 | 15.1
CSCCNCc1c(C(=O)N2CCOCC2)nc2c(C)cccn12 | 5.4 | 2.4 | 0.5 | -13.5 | 5.0 | -1.2 | 7.6 | 0.4 | 1.1
Later entries.
SMILES | CXCR6 block | tim23-1 inh | UPR CHOP act | EBI2 antag | APJ antagonist | APJ ag | CCR6 antagonist | XBP1 UPR activ | Mdm2 MdmX PPI
O=C(c1cccs1)N1CCCN(c2ncnc3scc(-c4ccccc4)c23)CC1 | 17.9 | 31.8 | -0.8 | 13.2 | 17.1 | -4.3 | 11.6 | 2.1 | 10.7
CCN(c1ccccc1C(=O)O)S(=O)(=O)c1cccc2nsnc12 | 4.7 | 8.7 | 0.9 | -6.4 | -11.2 | -2.7 | 7.4 | 0.0 | -2.9
CC(=O)Nc1c(C(N)=O)oc2ccc(Cl)cc12 | 3.0 | 9.2 | -1.5 | -6.0 | -0.2 | 0.1 | 2.2 | -2.7 | 16.4
CCOc1ncccc1C(=O)OCC(=O)N(CC(C)C)C1CCS(=O)(=O)C1 (stereo unspecified) | 1.2 | 16.4 | -2.3 | 6.5 | 19.5 | -1.3 | 8.1 | 2.6 | 18.9
CCCOc1ccccc1/C=C(\C#N)C(=O)Nc1cccnc1 | -12.3 | 84.9* | 1.9 | -30.1 | -4.7 | 10.1 | 2.5 | 2.3 | 40.5
